AmpC detergent – qHTS Inhibitors of AmpC Beta-Lactamase (assay with detergent); AmpC hydrolysis of nitrocefin, absorbance 480 nm, 0.01% Triton; Potency, µM (top dose mostly 114 µM), without a hit: at the top dose activity change, negative = inhibition, most hits filed as inhibitors; actives 0.041% (n = 370,000); AID 485294, 2010;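 also: potency is read from the fitted curve at half-maximal effect; 0% = no-compound wells and -100% = no-enzyme wells; nearly all actives have a fitted effect of over 25% in size; some results filed as inactive show a strong effect at the top dose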
Target sequence (P00811 whole entry, looked up): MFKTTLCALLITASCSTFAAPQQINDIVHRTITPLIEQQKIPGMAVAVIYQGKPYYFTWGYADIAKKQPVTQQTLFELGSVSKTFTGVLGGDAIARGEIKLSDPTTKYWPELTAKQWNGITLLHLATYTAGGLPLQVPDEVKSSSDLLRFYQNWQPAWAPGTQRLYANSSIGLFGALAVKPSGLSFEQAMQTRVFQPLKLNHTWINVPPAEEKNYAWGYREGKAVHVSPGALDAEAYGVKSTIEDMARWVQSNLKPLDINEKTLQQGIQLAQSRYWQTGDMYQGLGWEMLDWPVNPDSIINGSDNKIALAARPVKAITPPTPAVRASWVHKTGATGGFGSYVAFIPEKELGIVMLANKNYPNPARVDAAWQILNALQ
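AmpC (5.3 nM in the dispensed reagent) in 20 mM phosphate pH 7.0 with 0.01% (detergent screen) or 0.0001% Triton X-100 was preincubated with compounds for 15 min at room temperature. Nitrocefin was then added from an 800 uM solution, and hydrolysis was followed at 480 nm.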
AMA1 RON2 block – qHTS for Inhibitors of AMA1-RON; Towards Development of Antimalarial Drug Lead: Primary Screen. Plasmodium falciparum AMA1 (3D7) - RON2 peptide interaction. AlphaScreen AMA1-biotinylated RON2 peptide binding. Potency, µM (top dose mostly 58.2 µM), for inactives: top-dose activity change, negative = inhibition, most hits filed as inhibitors. actives 0.2% (n = 360,000);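 also: potency is read from the fitted curve at half-maximal effect; 0% = vehicle wells and -100% = peptide control; nearly all actives have a fitted effect of over 45% in size; some results filed as inactive show a strong effect at the top dose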
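AMA1 (3D7) with his tag at 25 nM final met compounds first, then biotinylated RON2 peptide at 25 nM; detection used donor plus acceptor beads, 10 µg/mL apiece, read by AlphaScreen after 30 min at room temperature.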
AmpC no deterg – qHTS Inhibitors of AmpC Beta-Lactamase (assay without detergent). P00811. AmpC nitrocefin hydrolysis, absorbance 480 nm, 0.0001% Triton. Potency, µM (series often up to 57.1 µM), without a hit: at the highest dose activity change, negative = inhibition, most hits filed as inhibitors. actives 0.52% (n = 330,000);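 also: potency is read from the fitted curve at half-maximal effect; plate controls were no compound for no effect and no enzyme for full effect; nearly all actives have a fitted effect of over 20% in size; some results filed as inactive show a strong effect at the top dose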
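20 mM phosphate pH 7.0 + 0.01% (detergent screen) or 0.0001% Triton X-100; 5.3 nM AmpC reagent; cpd preinc 15 min RT; nitrocefin (800 uM stock) to start; A480 q20 s × 4 min; Activity was normalised to no-enzyme and no-compound control wells.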
LmPK inhibitor – qHTS Assay for Inhibitors of Leishmania Mexicana Pyruvate Kinase (LmPK); Q27686; Potency, µM (doses to about 57.5 µM), inactives show at the highest dose activity change, negative = inhibition, most hits filed as inhibitors; actives 0.37% (n = 290,000); purified LmPK, Kinase-Glo ATP luminescence, 1 h; AID 1721, 2009; also: potency is read from the fitted curve at half-maximal effect
Target sequence (Q27686 whole entry, looked up): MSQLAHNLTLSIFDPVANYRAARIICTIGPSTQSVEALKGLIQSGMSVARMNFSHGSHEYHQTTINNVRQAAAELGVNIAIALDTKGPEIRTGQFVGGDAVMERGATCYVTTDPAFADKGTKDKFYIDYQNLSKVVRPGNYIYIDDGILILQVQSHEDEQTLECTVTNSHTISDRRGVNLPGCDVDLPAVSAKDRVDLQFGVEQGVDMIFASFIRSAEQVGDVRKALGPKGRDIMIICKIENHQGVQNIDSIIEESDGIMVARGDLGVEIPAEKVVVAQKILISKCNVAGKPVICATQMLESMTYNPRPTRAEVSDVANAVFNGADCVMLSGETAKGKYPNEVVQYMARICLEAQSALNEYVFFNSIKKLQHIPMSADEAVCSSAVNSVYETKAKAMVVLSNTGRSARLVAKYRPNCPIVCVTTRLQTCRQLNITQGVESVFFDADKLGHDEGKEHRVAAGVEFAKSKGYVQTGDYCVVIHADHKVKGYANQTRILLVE
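ATP generated from ADP (0.1 mM) and PEP (0.5 mM) by 0.1 nM LmPK over 1 h at room temperature (pH 7.2 imidazole buffer) was detected by coupled luciferase luminescence. Values were normalized to uninhibited and no-enzyme wells.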
Tb PYK inh – qHTS of Trypanosoma Brucei Inhibitors; pyruvate kinase (Trypanosoma brucei), Q57TT1; TbPYK enzyme, Kinase-Glo Plus ATP luminescence, 45 min; Potency, µM (top dose mostly 76.8 µM), inactives show at the highest dose activity, negative = inhibition, most hits filed as inhibitors; actives 0.12% (n = 410,000); AID 624173, 2012; also: potency is read from the fitted curve at half-maximal effect; nearly all actives have a fitted effect of over 50% in size
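Assay buffer: 50 mM TEA pH 7.2, 100 mM KCl, 10 mM MgCl2, 0.05% BSA, 0.01% Tween-20. Pyruvate kinase from T. brucei plus substrate met compound, then ADP (130 uM final). Luminescence was read post 45 min RT.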
Sm TGR inh – qHTS Assay for the Inhibitors of Schistosoma Mansoni Peroxiredoxins; Schistosoma mansoni thioredoxin glutathione reductase (TGR), Q962Y6; purified TGR, DTNB reduction, TNB absorbance 405 nm; Potency, µM (top dose mostly 114 µM), inactives show at the top dose activity change, negative = inhibition, most hits filed as inhibitors; actives 3% (n = 360,000); AID 485364, 2010; also: potency is read from the fitted curve at half-maximal effect; nearly all actives have a fitted effect of over 60% in size
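TGR 20 nM + NADPH 100 uM (dispensed conc.), cpd preinc 15 min RT; start with NADPH (500 uM addition) then DTNB (15 mM addition). Kinetic TNB absorbance, 405 nm filter. Four-parameter Hill fit across titration.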
HCMV inh – qHTS Assay for inhibitors of the human cytomegalovirus (HCMV) | HFF cells, HCMV-luciferase reporter, 72 h; active compounds read low | activity change, negative = inhibition, % at 57.5 µM | actives 4.5% (n = 410,000) | AID 1259415, 2018; in the data active = activity change below about -60%; inconclusive = no clear call, values can overlap the other calls; inactive = above about -39%
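Human foreskin fibroblasts infected with luciferase-reporter HCMV at MOI 1 PFU/cell, compounds at two doses. Luciferase measured 72 h post infection; normalized to buffer-only basal and Salinomycin (10uM) controls.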
Active calls of the source: *; ? = inconclusive; / = no result given; [ ] = another dose, or the depositor's remark. Unless noted, calls follow the shape of the dose curve; as a rule, active = well fitted curve in the direction sought with a large enough effect; inconclusive = small, poorly fitted or top-dose-only effect, or another doubt; inactive = no such curve, though single readings can be large; an effect the other way counts as inactive or inconclusive. Unless noted, % is scaled to controls: 0 for no effect and ±100 for the full control effect.

SMILES | AmpC detergent | AMA1 RON2 block | AmpC no deterg | LmPK inhibitor | Tb PYK inh | Sm TGR inh | HCMV inh
CCOC(=O)C1=C(CSc2nccn2C)NC(=O)NC1c1ccc2c(c1)OCO2 (centres undefined) | ? | 6.0% | -37.5% | -2.2% | -3.8% | -3.2% | -5.4
CCC1Oc2ccc(C)cc2N(CC(=O)NCc2cc(OC)ccc2OC)C1=O (centres undefined) | -5.9% | -0.5% | -21.1% | -1.5% | -0.8% | 8.7% | 2.5
COc1ccccc1C(=O)COC(=O)CN1C(=O)NC2(CCCC2)C1=O | -11.6% | 5.7% | -16.6% | / | -0.8% | -1.6% | -27.5
CCc1nn(CC(=O)NCCc2ccc(OC)c(OC)c2)c(=O)c2cc3occc3n12 | -2.2% | / | / | / | 2.0% | -7.4% | -4.6
Cc1cccc(C)c1Nc1nnc(SCc2nc3ccccc3s2)s1 | -0.3% | 0.0% | -37.9% | -1.3% | -23.7% | -10.4% | 5.0
CCOc1ccc(C(=O)Nc2nnc(SCC(=O)NCC3CCCO3)s2)cc1 (centres undefined) | ? | -2.2% | 25.7% | -4.6% | 3.7% | 0.8% | -25.0
COc1cc(C(=O)N2CCC(C(N)=O)CC2)ccc1OCc1c(C)noc1C | / | 10.2% | 0.8% | / | -2.3% | / | 24.2
CCCCOc1ccc(C(O)C(CN2CCCCC2)c2ccccc2)cc1 (centres undefined) | -12.1% | -3.3% | 17.8% | 1.9% | 1.4% | -6.0% | ?
Cc1c(NCc2cccnc2)cccc1C(=O)O | ? | 4.9% | -12.1% | -2.7% | 14.2% | -13.8% | 2.1
O=C(NCc1ccco1)c1ccc(COc2cc(Cl)ccc2Cl)cc1 | ? | -0.5%[11.6 µM] | -39.7% | -2.5% | -4.1% | -10.5% | 6.9
O=C(O)C[C@@H](CNC(=O)COc1ccc2ccc(=O)oc2c1)c1ccc(Cl)cc1 | -0.3% | -7.6% | -17.3% | -2.5% | 0.0% | -13.6% | 13.5
COCCCNC(=O)CCS(=O)(=O)Cc1ccc(C)cc1 | 0.3% | 5.8% | -9.8% | -5.1% | 1.9% | -24.7% | -8.4
COc1ccc(OCCOC(=O)CCS(=O)(=O)c2ccc(C)cc2)cc1 | -10.1% | -1.8% | -9.9% | / | 0.1% | 0.8% | 0.6
O=C(c1ccccc1F)N1CCN(c2cccc(C(F)(F)F)c2)CC1 | -13.6% | 10.5% | 63.5%[activator] | 3.3% | -10.7% | 4.4% | -1.9
CCCC(=O)N1c2nc(C(C)C)nn2C2(CCCCC2)[C@@H]2CCCC[C@@H]21 | 13.8% | / | / | / | 1.3% | -4.4% | -75.3*
C#CCN1C(=O)C(O)(CC(=O)c2cccc(OC)c2)c2ccccc21 (centres undefined) | -10.4% | -9.9% | -20.9% | 4.1% | 0.3% | -14.1% | 0.5
CCSc1ccccc1C(=O)NC1CCCCC1 | -5.4% | -1.1% | -11.9% | -0.1% | 1.3% | 31.5% | -27.4
CCc1ccc2[nH]c(=O)c(CN(Cc3ccc4c(c3)OCO4)C(=O)c3ccco3)cc2c1 | 4.3% | -3.9% | -31.6% | 3.1% | -3.1% | -15.7% | ?
C[C@@H]1CN([C@@H](C)CO)C(=O)c2cc(Br)cnc2O[C@H]1CN(C)C(=O)c1cccc(F)c1 | / | -2.3% | / | / | -5.7% | / | 1.3
CCOC(=O)c1ccc(S(=O)(=O)N2CCN(S(=O)(=O)CC)CC2)cc1 | -12.2% | -10.3% | -19.5% | 3.0% | 2.6% | 2.2% | 20.9
NC(=O)CC(NC(=O)Cc1ccc(Cl)cc1)c1ccc(NC2CCN(Cc3ccccc3)CC2)c([N+](=O)[O-])c1 (centres undefined) | -13.8% | -8.8% | 72.5%[activator] | -5.7% | 1.5% | -9.2% | ?
Clc1cccc(OCCCCCN2CCOCC2)c1 | -3.7% | -0.1% | 12.1% | -0.9% | 0.0% | -1.1% | -36.6
Cc1nnc(NC(=O)c2nc(SCc3ccccc3F)ncc2Cl)s1 | 16.5% | / | / | / | 0.1% | 2.4% | 30.9
CC(O)CNCCCOc1ccccc1OCc1ccccc1 (centres undefined) | 0.1% | 11.2% | -3.5% | 0.7% | -0.2% | -9.6% | ?
CSc1ccccc1C(=O)OCC(=O)Nc1ccc(N2CCOCC2)cc1 | / | -18.7% | 1.2% | / | -1.1% | / | 21.0
Cc1c(-c2ncn[nH]2)sc(C#N)c1-c1ccccc1 | 2.5% | -23.6% | -28.5% | 0.0% | 1.8% | 4.8% | -39.4
CCC1Nc2ncnc(N3CCOCC3)c2N(Cc2ccc(C)cc2)C1=O (centres undefined) | -4.6% | 8.9% | -3.1% | / | 3.8% | ? | 9.8
COc1ccc(CCNC(=O)c2ccc3c(Cl)c4c(nc3c2)CCCC4)cc1OC | 5.5% | / | / | / | -3.6% | 1.6% | ?
O=C1OCC2=C1C(c1ccc(Cl)cc1)c1cc3c(cc1O2)OCO3 (centres undefined) | / | -15.5% | / | / | -4.5% | / | 37.6
O=[N+]([O-])c1ccc(Cl)c(C2Nc3cccc4cccc(c34)N2)c1 | -0.4% | -26.8% | -40.1% | 4.2% | 0.0% | -26.3% | -81.5*
O=S1(=O)CC(N2CCOCC2)c2ccccc21 (centres undefined) | 2.5% | -0.7% | -9.1% | 11.1% | -1.5% | -4.4% | 25.6
CC(=O)NS(=O)(=O)c1ccc(N=c2ssc3c2-c2ccc(C)cc2NC3(C)C)cc1 | -9.9% | -16.1% | -51.9% | 0.5% | 4.5% | -6.0% | -17.9
COc1cc(C(=O)NCC(c2cccnc2)N2CCN(C)CC2)cc(OC)c1OC (centres undefined) | ? | 3.0% | -12.9% | 0.6% | 1.5% | -5.9% | -32.8
CN=Cc1nc(-c2ccccc2)oc1O | -1.5% | -5.1% | -18.0% | ? | -6.7% | ? | 29.7
Cc1cc(C(=O)N/N=C/c2cccs2)n[nH]1 | -0.8% | 4.2% | -10.1% | -13.2% | -4.6% | 68.5%[activator] | 92.2
CCn1c(C(=O)Nc2cc(Cl)ccc2C)cc2sc(Cl)cc21 | 16.5% | / | / | / | 0.0% | -4.1% | -25.2
COc1ccc(NC(=O)C(C)(C)Oc2ccc(Cl)cc2)cn1 | 3.1% | 2.2%[11.6 µM] | -10.4% | / | -14.9% | 1.3% | -34.6
O=C(Cn1cc(C(F)(F)F)ccc1=O)N/N=C/c1ccc(F)cc1 | 9.3% | 20.2% | -8.9% | 5.4% | 2.1% | 5.2% | -0.1
Cc1ccc2c(c1)oc(=O)n2CC(=O)c1ccccc1 | 5.3% | 8.1% | -24.6% | 2.2% | 2.0% | 32.5% | -25.1
CN1C(=O)NC(=O)C(N=Nc2ccc(Cl)cc2)C1=O (centres undefined) | / | -12.3% | / | / | 4.7% | / | -27.9
CCCCNC(=O)c1nnn(-c2ccccc2)c1N | 2.3% | 0.0% | -23.6% | -2.4% | -8.8% | 0.6% | 29.4
COc1ccc(-c2cccc(NS(=O)(=O)c3ccc(NC(C)=O)cc3)c2)nn1 | 0.4% | / | / | / | -0.9% | -5.6% | -32.8
C=CCn1c(SCC(O)Cn2c3ccccc3c3ccccc32)nnc1-c1ccco1 (centres undefined) | -2.3% | -15.1% | 30.6% | -3.0% | 4.3% | -3.7% | 43.3
N#Cc1cc2ccccc2nc1SCC(=O)Nc1ccccc1N1CCOCC1 | -1.9% | -8.8% | -8.9% | 7.7% | 3.5% | 11.0% | -31.3
O=C(c1ccco1)N1CCN(C(=O)c2ccco2)CC1 | / | 0.8% | / | / | 3.8% | / | 14.8
COc1ccc(Cl)cc1S(=O)(=O)N1CCN(Cc2cccc(F)c2)CC1 | 11.3% | / | / | / | -1.5% | 8.5% | 6.5
COc1ccc(OCCCn2c(C)nc3cc(C)c(C)cc32)cc1 | 2.5% | / | / | / | 0.0% | 2.4% | ?
CCOC(=O)C1CCCN(CC(=O)Nc2c(C(=O)OC)[nH]c3ccccc23)C1 (centres undefined) | ? | 4.4% | 5.5% | 3.3% | -0.2% | -6.9% | 48.7
O=C(NNC(=O)c1ccc2c(=O)n3c(nc2c1)CCC3)c1ccc(Cl)cc1 | 2.6% | 23.2% | -4.7% | / | 0.0% | -3.2% | -14.4
CCOCCCn1c(C)nc2c[n+](CC(=O)c3ccc4ccccc4c3)cc(Br)c21 | -4.6% | -23.3% | 71.2%[activator] | -0.9% | -0.2% | -0.3% | -37.0

The list continues:
SMILES | AmpC detergent | AMA1 RON2 block | AmpC no deterg | LmPK inhibitor | Tb PYK inh | Sm TGR inh | HCMV inh
CC(=O)Nc1ccc(C(=O)OCC(=O)N(c2ccccc2)C2CCCCC2)cc1 | / | 4.8% | 71.3%[activator] | / | -8.8% | / | ?
COCCn1c(C)cc(O)c(C(c2ccccc2)N2CCCCC2)c1=O (centres undefined) | 10.3% | / | / | / | 0.8% | -3.2% | ?
CCCCNC(=O)C1CC(c2cccc([N+](=O)[O-])c2)=NO1 (centres undefined) | -11.5% | 0.0% | -18.1% | -8.4% | 6.3% | 1.7% | 39.8
O=C(NCC1CCN(C(=O)c2c(F)c(F)c(F)c(F)c2F)CC1)c1c(F)c(F)c(F)c(F)c1F | -3.1% | 8.1% | 28.2% | -2.9% | -1.3% | -9.1% | -13.8

Quoted at random: four entries already listed
SMILES | AmpC detergent | AMA1 RON2 block | AmpC no deterg | LmPK inhibitor | Tb PYK inh | Sm TGR inh | HCMV inh
O=C(c1ccco1)N1CCN(C(=O)c2ccco2)CC1 | / | 0.8% | / | / | 3.8% | / | 14.8
CCC1Oc2ccc(C)cc2N(CC(=O)NCc2cc(OC)ccc2OC)C1=O (centres undefined) | -5.9% | -0.5% | -21.1% | -1.5% | -0.8% | 8.7% | 2.5
NC(=O)CC(NC(=O)Cc1ccc(Cl)cc1)c1ccc(NC2CCN(Cc3ccccc3)CC2)c([N+](=O)[O-])c1 (centres undefined) | -13.8% | -8.8% | 72.5%[activator] | -5.7% | 1.5% | -9.2% | ?
CCOC(=O)C1=C(CSc2nccn2C)NC(=O)NC1c1ccc2c(c1)OCO2 (centres undefined) | ? | 6.0% | -37.5% | -2.2% | -3.8% | -3.2% | -5.4

Bioassay records: PubChem, National Center for Advancing Translational Sciences (NCATS)
